Tau fibril ThT = inhibitors of human tau fibril formation, thioflavin T binding; P10636; recombinant tau K18 P301L, heparin-induced fibrillization, ThT fluorescence; Potency, µM (highest dose often 57.4 µM), for the others: top-dose activity, negative = inhibition, usual class: inhibitors; hit rate 2.1% among 270,000; AID 1460; further: nearly all actives have a fitted effect of over 55% in size
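Heparin-induced fibrillization of the P301L-mutant K18 repeat-domain fragment of human tau was followed by ThT binding in quantitative high-throughput format.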
Tau fibril FP = tau fibrillization inhibition (FP) | K18 P301L tau heparin fibrillization, Alexa594 FP, 6 h | Potency, µM (doses to about 57.7 µM), for inactives: at the top dose activity, negative = inhibition, usual class: inhibitors | hit rate 0.39% among 280,000 | P10636; further: nearly all actives have a fitted effect of over 55% in size
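Read-out: fluorescence polarization of Alexa 594-labeled tau (0.24 uM), 555 nm excitation, 632 nm emission. Mixtures held 15 uM unlabeled K18 P301L, compound and 20 uM heparin, pH 7 acetate buffer, incubated 6 hr at 37 C.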
TRb SRC2 PPI = TRbeta-SRC2 interaction inhibition. TRbeta-SRC2 peptide binding, fluorescence polarization; receptor liganded with 1 µM T3. Potency, µM (top dose mostly 106 µM), inactives show at the top dose activity change, negative = inhibition, usual class: inhibitors. hit rate 0.065% among 280,000. AID 1469;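 further: plate controls were bound peptide for no effect and peptide without receptor for full effect; nearly all actives have a fitted effect of over 50% in size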
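TRb LBD 0.6 uM + Texas Red SRC2 peptide 20 nM, 1 uM T3, Tris buffer w/ 5% DMSO; compound pinned, 5 h RT; FP read ex 555/em 632; normalized to unbound and bound controls.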
ALDH1A1 block = ALDH1A1 (human) enzyme inhibition; Purified ALDH1A1, NADH fluorescence, propionaldehyde substrate; hit rate 7.3% among 220,000; AID 1030; Potency, µM (highest dose often 75.3 µM), for the others: at the top dose activity, negative = inhibition, actives largely listed as inhibitors; P00352; active means well fitted inhibition curve with a large enough effect, not every such curve was filed as active; inconclusive means small, poorly fitted or top-dose-only effect, or another doubt; inactive means no such curve, though single readings can be large or run the other way;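 further: plate controls were no enzyme wells and a reference inhibitor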
TexasRed fluor = alters Texas Red total fluorescence, flagging assay interference; hit rate 0.29% among 280,000; TRb/SRC2 Texas Red total fluorescence interference; Potency, µM (titrated, usually from 106 µM), for inactives: at the top dose fluorescence change, negative = quenching; AID 1479; active means well fitted curve in either direction with a large enough effect; inconclusive means small, poorly fitted or top-dose-only effect
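Human TRβ ligand-binding domain (0.6 uM) and Texas Red SRC2 peptide (20 nM) in Tris buffer with 1 uM T3 and 5% DMSO were incubated with pinned compound for 5 hr at ambient temperature. Total fluorescence was computed as S + 2P (555/632 nm).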
Tau fluor cs = counter-screen for tau fibril formation inhibitors; tau K18 P301L (four-repeat tau fragment) Alexa594 fluorescence, heparin fibrillization; hit rate 0.93% among 280,000; Potency, µM (top dose mostly 57.7 µM), inactives show at the top dose activity change, negative = decrease; further: nearly all actives have a fitted effect of over 55% in size
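Human K18 P301L tau (15 uM unlabeled plus 0.24 uM Alexa 594-labeled, final) in 100 mM sodium acetate pH 7 was mixed with compound and 20 uM heparin and incubated 6 hr at 37 C.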
L3MBTL1 inh = inhibitors of human L3MBTL1; Q9Y468; Potency, µM (top dose mostly 57.1 µM), for the others: at the top dose activity, negative = inhibition, usual class: inhibitors; AlphaScreen L3MBTL1–H3K9me1 peptide binding; hit rate 0.66% among 230,000; further: nearly all actives have a fitted effect of over 60% in size
Target sequence (Q9Y468 whole entry, looked up): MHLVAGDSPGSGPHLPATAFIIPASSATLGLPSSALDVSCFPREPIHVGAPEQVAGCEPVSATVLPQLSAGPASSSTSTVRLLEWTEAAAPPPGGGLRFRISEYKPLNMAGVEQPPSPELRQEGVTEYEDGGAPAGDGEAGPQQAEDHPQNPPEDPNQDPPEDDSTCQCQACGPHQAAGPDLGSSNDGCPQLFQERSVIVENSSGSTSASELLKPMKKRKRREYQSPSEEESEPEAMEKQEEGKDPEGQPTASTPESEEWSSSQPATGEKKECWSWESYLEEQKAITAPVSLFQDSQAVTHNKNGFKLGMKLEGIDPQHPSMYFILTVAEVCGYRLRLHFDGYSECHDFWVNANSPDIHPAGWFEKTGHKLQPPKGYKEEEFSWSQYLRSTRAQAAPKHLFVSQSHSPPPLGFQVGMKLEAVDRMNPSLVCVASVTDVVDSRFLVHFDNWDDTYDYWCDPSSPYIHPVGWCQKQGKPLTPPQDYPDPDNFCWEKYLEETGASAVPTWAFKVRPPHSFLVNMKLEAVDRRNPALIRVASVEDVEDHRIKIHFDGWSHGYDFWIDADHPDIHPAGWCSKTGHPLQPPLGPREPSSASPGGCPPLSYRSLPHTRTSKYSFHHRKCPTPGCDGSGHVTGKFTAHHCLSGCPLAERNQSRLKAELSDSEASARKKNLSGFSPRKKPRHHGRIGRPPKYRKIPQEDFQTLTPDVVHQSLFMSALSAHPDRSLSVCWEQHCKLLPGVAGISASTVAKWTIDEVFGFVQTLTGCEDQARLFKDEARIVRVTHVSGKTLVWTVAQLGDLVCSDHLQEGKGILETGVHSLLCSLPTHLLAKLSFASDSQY
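L3MBTL1 (50 nM) pre-complexed 30 min with biotinylated H3(1-15)K9me1 peptide (75 nM), then compounds added for 30 min at room temperature; AlphaScreen streptavidin donor/nickel chelate acceptor beads (10 ug/mL final) read after 30 min dark incubation.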
aGal spleen mod = inhibits or activates alpha-galactosidase in human spleen homogenate | human spleen homogenate, 4MU-alpha-Gal fluorescence, 40 min | AID 2107 | Potency, µM (top dose mostly 80 µM), inactives show at the highest dose activity change, negative = inhibition, actives largely listed as inhibitors | hit rate 0.008% among 240,000;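 further: 0% = enzyme with vehicle and -100% = no enzyme basal signal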
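Spleen homogenate 1 ug + cpd (titration) + 4-MU-alpha-D-galactopyranoside 1 mM; 37C 40 min; 50 mM citrate/phosphate pH 5.0, 0.01% Tween-20; stop pH 10; fluorescence 365/440; AC50 via Hill.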
* hit, by the source's call; ? = inconclusive; nt = not tested or not shown; [ ] = another dose, or the depositor's remark. Unless noted, the call rests on the fitted dose curve; in most records, active means well fitted curve in the direction sought with a large enough effect; inconclusive means small, poorly fitted or top-dose-only effect, or another doubt; inactive means no such curve, though single readings can be large; an effect the other way counts as inactive or inconclusive. Unless noted, on the % scale 0 is the no-effect control and ±100 the full control effect; potency means the concentration at half of the fitted maximal effect.

SMILES | Tau fibril ThT | Tau fibril FP | TRb SRC2 PPI | ALDH1A1 block | TexasRed fluor | Tau fluor cs | L3MBTL1 inh | aGal spleen mod
CCCCNC(=O)Nc1cc(C)on1 | -1% | 0% | -19% | -6% | 0% | -4% | nt | 4%
C/C=C/Cn1c(N2CCCCCC2)nc2c1c(=O)[nH]c(=O)n2C | 3% | 2% | -22% | ? | 1% | 7% | -5% | 3%
Cc1c(NS(=O)(=O)c2cccc(C(=O)NCc3ccncc3)c2)c(=O)n(-c2ccccc2)n1C | -7% | 1% | -6% | 3% | -7% | -9% | nt | 1%
O=C(c1cccc([N+](=O)[O-])c1)c1ccccn1 | -9% | 4% | 2% | nt | -1% | -5% | 12% | 9%
Cc1ccccc1OCCSc1nc(C)c(Cc2ccccc2)c(=O)[nH]1 | -5% | -2% | ? | nt | 3.2µM*[quencher] | -5% | nt | nt
CCN1C(=O)[C@@H]2[C@H](C1=O)[C@@H]1C[C@H]3C(=O)N(CC)C(=O)[C@H]3[C@@H]3C1=C(C(=O)N1C(=O)O/C(=N\CC4CC4)[C@]31C)[C@@H]2C | -4% | 2% | 2% | 7% | 0% | -1% | nt | -3%
Cc1cc(NC(=O)C2CC(c3ccc(F)cc3)=NO2)no1 (centres undefined) | 4% | 4% | -2% | -2% | -3% | -1% | nt | 2%
CC(C)CCn1c(SCC(=O)c2ccccc2)nc2c1c(=O)[nH]c(=O)n2C | 4% | -5% | -7% | 18µM* | -3% | 4% | nt | -12%
COc1ccc(CNC(=O)c2c(-c3cc(Cl)c(OC)c(Cl)c3)noc2C)cc1 | -15% | -2% | -3% | 0.045µM* | 0% | ? | nt | 5%
CC1CCCN(C(C(=O)Nc2ccc(C(C)C)cc2)c2ccc3c(c2)OCO3)C1 (centres undefined) | ? | -9% | 7% | -5% | -7% | -19% | nt | 3%
Nc1nnc(COc2ccc(Br)cc2Br)s1 | -6% | -9% | -2% | 6% | -7% | -9% | 0% | -5%
C=CCOC(=O)C1=C(C)NC(C)=C(C(=O)OCC=C)C1c1cccs1 | -5% | -10% | 1% | ? | -3% | ? | 10% | -9%
Cc1cc2cc3c(cc2nc1SCC(=O)O)OCCO3 | -7% | -1% | 1% | -12% | -5% | 1% | 7% | -1%
Cn1cc(-c2cc3n(n2)CCC(=O)N3CCCC(=O)NCc2ccccc2)c2ccccc21 | -13% | ? | -5% | nt | -4% | -19% | nt | nt
O=C(CSC1=NCCS1)N1CCCC1 | -2% | 0% | -3% | 0% | 2% | 0% | 10% | -7%
CN1CCN(c2nc3c(c(=O)[nH]c(=O)n3C)n2CCOc2ccccc2)CC1 | 7% | 4% | -9% | 10% | -2% | 8% | 3% | 17%
O=C(O)CCc1ccc(-c2ccccc2)n1NC(=O)c1sc2ccccc2c1Cl | -17% | -3% | 3% | -8% | -2% | -13% | nt | 3%
Cc1ccc(C)c(NC(=S)NC2CC3CCC(C2)N3Cc2ccco2)c1 (centres undefined) | -4% | 7% | -3% | -31% | -4% | -2% | -11% | -10%
CCSc1nnc(NC(=O)CCn2c(=O)oc3ccccc32)s1 | 11% | -6% | 0% | nt | -2% | 13% | nt | 2%
CCN1C(=O)N(C)[C@@H](c2ccccc2)C(C(C)=O)=C1C | 1%[11.5 µM] | -4%[11.6 µM] | -6%[11.2 µM] | 10%[13.5 µM] | -4%[11.2 µM] | -1%[11.6 µM] | nt | 7%[17.5 µM]
O=C(NC1CCCCC1)[C@H](CSCc1ccccc1)N1Cc2ccccc2C1=O | -8% | 1% | -4% | 1% | -5% | -10% | 13% | 1%
COc1cc(NC(=O)Cn2ccsc2=N)c(C)cc1[N+](=O)[O-] | -18% | -11% | -10% | -9% | -4% | -14% | -4% | -11%
Cn1c(CSCc2ccc(Cl)cc2)nnc1SCC(=O)Nc1nccs1 | -1% | -2% | 9% | 6% | -1% | -3% | -1% | 4%
CCN(CC)CC(C)(C)COC(=O)c1oc2ccccc2c1C | -5% | 5% | 8% | nt | 0% | 3% | 14% | 0%
CC(=O)Nc1sc2c(c1C(N)=O)CCC2 | 1% | 8% | -24% | 5% | -6% | 5% | -4% | -6%
Cc1ccc(NS(=O)(=O)c2cc(NC(=O)c3cc4c(s3)CCCC4)ccc2C)c(C)c1 | 11% | ? | 3% | ? | 0% | -9% | -7% | 0%
CCOC(=O)CCCCC(=O)c1[nH]c(=O)[nH]c1C[n+]1ccc(C)cc1 | 5% | -1% | 4% | ? | 0% | -1% | nt | -2%
CCOC(=O)CSc1nc2cc(OCC)ccc2cc1C#N | 16µM* | 0% | 0% | ? | -4% | -23% | nt | 1%
O=C(NNC1=C(C(=O)C(F)(F)F)CCC1)c1cccc(Cl)c1 | ? | ? | 6% | ? | -2% | -20% | nt | -3%
CCc1nc2onc(C)c2c(=O)n1CC(=O)O | 3% | 8% | 1% | nt | 1% | 0% | nt | nt

2 of the compounds above, with values under each structure:
Values run as follows: Tau fibril ThT	Tau fibril FP	TRb SRC2 PPI	ALDH1A1 block	TexasRed fluor	Tau fluor cs	L3MBTL1 inh	aGal spleen mod
Cc1ccc(NS(=O)(=O)c2cc(NC(=O)c3cc4c(s3)CCCC4)ccc2C)c(C)c1
  11%	?	3%	?	0%	-9%	-7%	0%
CCOC(=O)CCCCC(=O)c1[nH]c(=O)[nH]c1C[n+]1ccc(C)cc1
  5%	-1%	4%	?	0%	-1%	nt	-2%

Rewritten with values under each structure: entries from further up
Values in the order: Tau fibril ThT | Tau fibril FP | TRb SRC2 PPI | ALDH1A1 block | TexasRed fluor | Tau fluor cs | L3MBTL1 inh | aGal spleen mod
CCCCNC(=O)Nc1cc(C)on1
 : -1% | 0% | -19% | -6% | 0% | -4% | nt | 4%
C/C=C/Cn1c(N2CCCCCC2)nc2c1c(=O)[nH]c(=O)n2C
 : 3% | 2% | -22% | ? | 1% | 7% | -5% | 3%
Cc1c(NS(=O)(=O)c2cccc(C(=O)NCc3ccncc3)c2)c(=O)n(-c2ccccc2)n1C
 : -7% | 1% | -6% | 3% | -7% | -9% | nt | 1%
O=C(c1cccc([N+](=O)[O-])c1)c1ccccn1
 : -9% | 4% | 2% | nt | -1% | -5% | 12% | 9%
Cc1ccccc1OCCSc1nc(C)c(Cc2ccccc2)c(=O)[nH]1
 : -5% | -2% | ? | nt | 3.2µM*[quencher] | -5% | nt | nt
CCN1C(=O)[C@@H]2[C@H](C1=O)[C@@H]1C[C@H]3C(=O)N(CC)C(=O)[C@H]3[C@@H]3C1=C(C(=O)N1C(=O)O/C(=N\CC4CC4)[C@]31C)[C@@H]2C
 : -4% | 2% | 2% | 7% | 0% | -1% | nt | -3%
Cc1cc(NC(=O)C2CC(c3ccc(F)cc3)=NO2)no1 (centres undefined)
 : 4% | 4% | -2% | -2% | -3% | -1% | nt | 2%
CC(C)CCn1c(SCC(=O)c2ccccc2)nc2c1c(=O)[nH]c(=O)n2C
 : 4% | -5% | -7% | 18µM* | -3% | 4% | nt | -12%
COc1ccc(CNC(=O)c2c(-c3cc(Cl)c(OC)c(Cl)c3)noc2C)cc1
 : -15% | -2% | -3% | 0.045µM* | 0% | ? | nt | 5%
CC1CCCN(C(C(=O)Nc2ccc(C(C)C)cc2)c2ccc3c(c2)OCO3)C1 (centres undefined)
 : ? | -9% | 7% | -5% | -7% | -19% | nt | 3%
Nc1nnc(COc2ccc(Br)cc2Br)s1
 : -6% | -9% | -2% | 6% | -7% | -9% | 0% | -5%
C=CCOC(=O)C1=C(C)NC(C)=C(C(=O)OCC=C)C1c1cccs1
 : -5% | -10% | 1% | ? | -3% | ? | 10% | -9%
Cc1cc2cc3c(cc2nc1SCC(=O)O)OCCO3
 : -7% | -1% | 1% | -12% | -5% | 1% | 7% | -1%
Cn1cc(-c2cc3n(n2)CCC(=O)N3CCCC(=O)NCc2ccccc2)c2ccccc21
 : -13% | ? | -5% | nt | -4% | -19% | nt | nt
O=C(CSC1=NCCS1)N1CCCC1
 : -2% | 0% | -3% | 0% | 2% | 0% | 10% | -7%

Assay outcomes: PubChem, National Center for Advancing Translational Sciences (NCATS)
